N370S GC: N370S glucocerebrosidase modulation, Gaucher chaperone candidate; 0.092% of 330,000 active; Potency, µM (series often up to 59.4 µM), for the others: top-dose activity change, negative = inhibition, usual class: inhibitors; N370S GC spleen homogenate, 4MU-glucoside fluorescence; P04062;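 also: 0% = full enzyme activity and -100% = no enzyme basal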
TDP1 block: blocks human tyrosyl-DNA phosphodiesterase 1; Potency, µM (top dose mostly 130 µM), for the others: at the highest dose activity change, negative = inhibition, most hits filed as inhibitors; recombinant TDP1, AlphaScreen DNA substrate cleavage; 0.28% of 350,000 active; Q9NUW8; also: nearly all actives have a fitted effect of over 40% in size
Target sequence (Q9NUW8 whole entry, looked up): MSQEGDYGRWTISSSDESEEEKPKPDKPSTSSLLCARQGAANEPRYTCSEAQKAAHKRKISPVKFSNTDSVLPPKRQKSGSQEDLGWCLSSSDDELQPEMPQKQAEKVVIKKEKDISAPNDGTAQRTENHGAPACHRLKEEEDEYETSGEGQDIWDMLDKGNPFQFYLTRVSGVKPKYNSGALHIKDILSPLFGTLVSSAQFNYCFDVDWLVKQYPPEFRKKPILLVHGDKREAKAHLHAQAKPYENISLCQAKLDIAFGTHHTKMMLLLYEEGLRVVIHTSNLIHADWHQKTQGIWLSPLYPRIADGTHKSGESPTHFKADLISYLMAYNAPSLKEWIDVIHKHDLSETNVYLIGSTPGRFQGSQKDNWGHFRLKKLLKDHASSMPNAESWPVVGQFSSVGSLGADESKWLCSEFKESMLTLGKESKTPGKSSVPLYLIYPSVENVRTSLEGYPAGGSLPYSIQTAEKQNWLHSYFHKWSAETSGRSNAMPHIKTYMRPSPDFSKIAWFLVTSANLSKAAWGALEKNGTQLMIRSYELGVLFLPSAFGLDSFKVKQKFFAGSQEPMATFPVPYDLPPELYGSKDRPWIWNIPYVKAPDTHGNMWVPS
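Recombinant E. coli-expressed Tdp1 (1 nM) preincubated with compound 15 min at RT, then 5'-biotin/3'-phosphotyrosine-FITC DNA substrate (15 nM) added for 5 min. AlphaScreen beads (10 ug/ml) added, 10 min RT; tyrosine-FITC cleavage read as signal loss.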
FEN1 inhibitor: blocks human flap endonuclease 1. P39748. Recombinant FEN1 flap cleavage, fluorescence, 15 min. Potency, µM (series often up to 114 µM), for the others: at the top dose activity change, negative = inhibition, hits mostly inhibitors. 0.35% of 390,000 active; also: nearly all actives have a fitted effect of over 65% in size
Target sequence (P39748 whole entry, looked up): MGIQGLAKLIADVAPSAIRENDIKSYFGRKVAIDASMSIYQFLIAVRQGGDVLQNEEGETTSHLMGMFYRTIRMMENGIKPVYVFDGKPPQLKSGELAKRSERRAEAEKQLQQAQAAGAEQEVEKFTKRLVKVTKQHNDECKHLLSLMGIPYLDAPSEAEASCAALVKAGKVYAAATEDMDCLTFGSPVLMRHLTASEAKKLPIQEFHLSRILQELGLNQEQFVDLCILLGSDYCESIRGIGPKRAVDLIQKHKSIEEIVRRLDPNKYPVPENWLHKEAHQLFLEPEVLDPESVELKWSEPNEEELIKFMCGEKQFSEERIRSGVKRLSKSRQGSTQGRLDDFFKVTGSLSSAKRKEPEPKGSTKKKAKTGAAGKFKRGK
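Concentration–response screening of FEN1 (10 nM): 15 min compound preincubation at room temperature, reaction started with 50 nM substrate and read at 0 and 15 min. Corrected, normalized data were fitted by a four-parameter Hill equation.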
An asterisk follows results filed as active; u = inconclusive; x = no result given; [ ] = dose if it differs, or a comment. Calls follow the shape of the dose curve; as a rule, active = well fitted curve in the direction sought with a large enough effect; inconclusive = small, poorly fitted or top-dose-only effect, or another doubt; inactive = no such curve, though single readings can be large; an effect the other way counts as inactive or inconclusive. Unless noted, % is scaled to controls: 0 for no effect and ±100 for the full control effect; potency is read from the fitted curve at half-maximal effect.

SMILES	N370S GC	TDP1 block	FEN1 inhibitor
COc1ccc2[nH]c3c(N4CCC(O)(c5cccc(C(F)(F)F)c5)CC4)ncnc3c2c1	-15%	6%	u
CCOc1ccc2nc(SCC(=O)c3ccccc3)sc2c1	9%	-12%	-2%
CCCCCCOc1ccc(N2C(=O)CC(NCCc3ccc(S(N)(=O)=O)cc3)C2=O)cc1 (stereo not given)	-11%	-1%	-14%
CNC(=O)CN1C(=O)NC2(CCc3ccccc3C2)C1=O (stereo not given)	-22%	-3%	0%
COc1ccc(CC(=O)N/N=C/c2ccc(Cl)s2)cc1OC	-2%	x	3%
CCOc1ccc(CN2CCNC(=O)C2CC(=O)NCc2csc(C(C)C)n2)cc1 (stereo not given)	-9%	x	5%
COc1ccc(-c2ccc(C3C(C#N)=C(N)Oc4n[nH]c(C)c43)o2)cc1 (stereo not given)	-6%	6%	u
Nc1nc2n(n1)C(c1ccco1)CC(c1ccccc1)N2 (stereo not given)	-25%	7%[56.1 µM]	0%
CCOC(=O)c1cc2c(=O)n3cccc(C)c3nc2n(CCOC)c1=NC(C)=O	u	2%	-3%
Cc1cc(F)ccc1NC(=O)C1CCCN(S(=O)(=O)c2ccc3c(c2)CCCC(=O)N3)C1 (stereo not given)	x	3%	-1%
CCCCC(=O)Nc1sc2c(c1C(=O)OCC)CCC(C=O)=C2Cl	3%	-2%	x
Cc1ccc(S(=O)(=O)/N=C(/Nc2c(C)n(C)n(-c3ccccc3)c2=O)c2ccccc2)cc1	-2%	-3%	6%
Cc1cccc(C)c1OCc1cc(C(=O)N2CCN(C3CCCC3)CC2)no1	-21%	3%	4%
Cc1c(C(=O)Oc2cccc3cccnc23)cccc1[N+](=O)[O-]	2%	3%	-6%
COc1ccccc1CN1CCCC(N2CCN(c3ccccc3OC)CC2)C1 (stereo not given)	-6%	x	-1%
COc1ccc(C(=O)[C@@H]2CC[C@](C)(C(=O)O)C2(C)C)cc1	-9%	-2%	18%
Cc1cc2[nH]c(=O)c(=O)[nH]c2cc1S(=O)(=O)NC1CCCCC1C (stereo not given)	-19%	x	3%
COC(=O)CSc1ncc2c(n1)-c1ccccc1N(Cc1ccc(Cl)cc1)S2(=O)=O	x	5%	23%
CCN(CC(=O)NCc1ccc(Cl)cc1)C(=O)c1cnc(Cl)c(Cl)c1	-4%	3%[0.0935 µM]	10%
Cc1ccccc1CS(=O)(=O)CCC(=O)NCc1ccc(F)cc1Cl	-6%	3%	-3%
O=C1/C(=C/c2cccnc2)CCC/C1=C\c1cccnc1	-6%	3%	2%
CC(C)N(Cc1nccn1C)C(=O)CC1C(=O)NCCN1Cc1ccc(F)c(F)c1 (stereo not given)	-6%	4%	-9%
Cc1ccc(C2C(C#N)=C(N)Oc3n[nH]c(-c4ccccc4)c32)o1 (stereo not given)	u	8%	-17%
COc1ccccc1/C=C/C=N/NC(=O)CC1C(=O)NN=C1C (stereo not given)	-7%	7%	1%
CCN1C(=O)N[C@@H](c2cccc(C(F)(F)F)c2)[C@@H](C(=O)OC)[C@H]1C	-5%[12.8 µM]	-5%[12.3 µM]	-8%
CCOc1cc(C(=O)NCC(c2ccc(N(C)C)cc2)N2CCOCC2)cc(OCC)c1OCC (stereo not given)	x	1%	17%
CN(C)CCCN=Cc1c(O)n(Cc2ccccc2)c(=O)c2ccccc12	-9%	2%	-9%
COc1c2c(cc3c1C(NC(N)=O)[N+](C)(C)CC3)OCO2 (stereo not given)	23%	-3%	x
CC(OC(=O)C1CCN(c2ccc(C(F)(F)F)cn2)CC1)C(=O)c1ccccc1 (stereo not given)	-4%	x	-9%
CCOC(=O)C1C(c2ccc(O)cc2)NC(=O)NC1(O)C(F)(F)F (stereo not given)	-15%	-1%	0%
O=[N+]([O-])c1ccc(/C=C/C2=NN(c3ccccc3)C(c3ccco3)C2)cc1 (stereo not given)	1%	1%	5%
O=C(CS(=O)(=O)Cc1ccccc1)Nc1nc2c(s1)CCCC2	-15%	5%	7%
CCCC(=O)Nc1ccc2nn(-c3ccc(OC)cc3)nc2c1	u	x	3%
CCOC(=O)c1ccc(N2C(=O)c3n[nH]c(-c4ccco4)c3C2c2ccccc2OC)cc1 (stereo not given)	x	9%	-22%
Cc1ccc(CNC(=O)CCC(=O)N2CC(C)Oc3ccc(Cl)cc32)cc1 (stereo not given)	0%	x	0%
Cc1ccc(NC(=O)CN2CCOCC2)cc1C	-11%	x	10%
COc1ccc(C(=O)OCCNC(=O)c2c(Cl)nc3ccccn23)cc1	13%	0%	-2%
COCCN(C(=O)c1ccco1)C(C(=O)NC1CCCC1)c1cccs1 (stereo not given)	7%	4%[56.1 µM]	7%
CCS(=O)(=O)c1ccc(O)c(NC(=O)COc2ccc(OC)cc2)c1	-3%	0%	0%
O=C(COC(=O)/C=C/c1ccc(C(F)(F)F)cc1)NC1CCCC1	-1%	2%	19%
N#Cc1ccc(OCC(=O)Nc2ccc(N3CCCC3)cc2)cc1	x	4%	18%
CN(c1ccccc1)S(=O)(=O)c1ccc(C(=O)OCC(=O)NC(N)=O)cc1	-5%	1%	-12%
CCOc1cc(C)c(S(=O)(=O)NC2CCCCC2)cc1C	2%	1%	-4%
C/C(=N\NC(=O)COc1ccc(C)cc1C(C)C)c1ccc(-n2ccnc2)cc1	-26%	7%	-2%
CC1CCC(NC(=O)C2CCC(CNS(=O)(=O)c3cccc4cccnc34)CC2)CC1 (stereo not given)	u	2%	-22%
CCOc1ccc(C(=O)C2CCN(C(=O)c3ccc([N+](=O)[O-])cc3)CC2)cc1	-16%	x	20%
CCOC(=O)CSc1nc2c(c(=O)[nH]c(=O)n2C)n1C/C=C(/C)Cl	-1%	5%	-10%
COCCNC(=O)Nc1ccc2nc(C)sc2c1	2%	0%[56.1 µM]	-4%
CC(/C=C/c1ccccc1)=N\NC(=O)c1ccc(Br)cc1	2%	-2%	-7%
COc1ccc(S(=O)(=O)N(C)C2CCS(=O)(=O)C2)cc1OC (stereo not given)	-1%	9%	-14%

Compound profiles, from the list above. Order of values: N370S GC	TDP1 block	FEN1 inhibitor
CN(C)CCCN=Cc1c(O)n(Cc2ccccc2)c(=O)c2ccccc12 is listed with -9%	2%	-9%
Nc1nc2n(n1)C(c1ccco1)CC(c1ccccc1)N2 (stereo not given) is listed with -25%	7%[56.1 µM]	0%
CNC(=O)CN1C(=O)NC2(CCc3ccccc3C2)C1=O (stereo not given) is listed with -22%	-3%	0%
Cc1ccc(C2C(C#N)=C(N)Oc3n[nH]c(-c4ccccc4)c32)o1 (stereo not given) is listed with u	8%	-17%
O=C(COC(=O)/C=C/c1ccc(C(F)(F)F)cc1)NC1CCCC1 is listed with -1%	2%	19%

(continued)
SMILES	N370S GC	TDP1 block	FEN1 inhibitor
N=c1c(C(=O)NCC2CCCO2)cc2c(=O)n3ccccc3nc2n1Cc1ccc(Cl)cc1 (stereo not given)	-9%	1%	-3%
CCOc1ccc(N2C(=O)/C(=C/c3ccco3)N(C)C2=S)cc1	-12%	3%	-2%
COc1ccc(/C=N\NC(=O)c2ccccc2OC)cc1COc1ccccc1C	-1%	3%[56.1 µM]	12%
Cc1ccc(NC(=O)c2cccc(C(=O)Nc3ccc(C)c(C)c3)n2)cc1C	1%	2%	3%
O=C(CSc1ncc(-c2ccc(F)cc2)[nH]1)NCc1ccco1	2%[2.35 µM]	2%	-7%
CC(C)n1c(SCC(=O)NCc2ccco2)nnc1C1CC1	-13%	4%	13%
Cc1ccc(C)c(-n2nnc(C(=O)Nc3ccc(Br)cc3)c2C)c1	x	3%	-6%
O=C1c2ccccc2C(=O)c2c1ccc1c(=O)n(C3CCCCC3)[nH]c21	-24%	8%	u
O=C(Nc1ccc(F)cc1F)N1CCN(c2ncccn2)CC1	4%	4%	-8%
CN(Cc1ccc(F)cc1)C(=O)CNC(=O)c1cccs1	x	3%	-16%
Cc1cc(OCC(=O)Nc2ccc(CN3CCOCC3)cc2)ccc1Cl	-15%	2%	-1%
Cc1cc(NC(=O)c2ccc(Cl)cc2)c(C)cc1O	-1%	3%	14%
O=C(COC(=O)c1ccc(Br)o1)NCc1ccc2c(c1)OCO2	x	-4%	-1%
N/C(=N\OC(=O)c1ccccc1Br)c1cccc([N+](=O)[O-])c1	1%	x	-9%
COc1ccc(Cl)cc1NC(=O)c1c(-c2ccccc2)noc1C	4%	-2%	-7%
Cc1ccc(N2C(=O)[C@@H]3[C@H](C2=O)C2c4ccccc4C=CN2[C@@H]3C(=O)c2ccco2)c(C)c1 (stereo not given in full)	-5%	6%	-1%
CC(C)C[C@@H](C(=O)N[C@@H](C(=O)O)c1ccccc1)N1C(=O)N2CCc3c([nH]c4ccccc34)[C@@]2(C)C1=O	-2%	x	16%
Cc1c(NC2=NC3(CCCCC3)Cc3ccccc32)c(=O)n(-c2ccccc2)n1C	24%	-3%	0%
C=CCn1c(=O)[nH]c2cc(C(=O)N3CC=C(c4ccccc4)CC3)ccc2c1=O	5%	3%	-5%
O=C(NCCCc1ccncc1)C1CCC(=O)N(Cc2ccc(Cl)cc2)C1 (stereo not given)	-7%	1%[56.1 µM]	-1%
Cc1nn(CC2CC2)c(=O)n1N(C)c1ncc(C(F)(F)F)cc1Cl	3%	3%	2%
O=C(Cc1ccccc1)Nc1nnc(SCC(=O)NC2CCCC2)s1	0%	5%	6%
Cc1cc(C)cc(N(CCC#N)C(=O)COC(=O)C2CCN(c3ccc(C(F)(F)F)cn3)CC2)c1	7%	x	-10%
O=C1c2cccc3cccc(c23)C(=O)N1c1cccnc1	4%	1%	0%
Cc1ccc(C)c(N2CCN(C(=O)Cn3ncn4cccc4c3=O)CC2)c1	-1%	x	2%

Look-ups from the list.
FEN1 inhibitor, COc1ccc(/C=N\NC(=O)c2ccccc2OC)cc1COc1ccccc1C = 12%
TDP1 block, COc1ccc(C(=O)OCCNC(=O)c2c(Cl)nc3ccccn23)cc1 = 0%
FEN1 inhibitor, COc1ccccc1CN1CCCC(N2CCN(c3ccccc3OC)CC2)C1 (stereo not given) = -1%

Additional results follow.
SMILES	N370S GC	TDP1 block	FEN1 inhibitor
Cc1ccc(-c2nnc3ccccc3c2C(=O)Nc2cccc(Cl)c2)cc1	x	0%	3%
COc1cccc(CNC(=O)c2cccc(N3CCCS3(=O)=O)c2)c1	x	5%	6%
O=C(Nc1nnc(C(F)(F)F)s1)c1ccc(Br)s1	-8%	5%	2%
Nc1nc(NCCN2CCOCC2)nc(NCc2ccccc2)c1[N+](=O)[O-]	-3%	5%	-18%
CCCC(=O)N1CC(=O)Nc2ccc(C)cc2C1c1ccccc1 (stereo not given)	-2%	x	0%
CCC(=O)NC(Nc1c(C)n(C)n(-c2ccccc2)c1=O)C(Cl)(Cl)Cl (stereo not given)	-2%	-3%	-1%
CCOc1ccc(N=C2NC(=O)S/C2=C\c2ccc(O)cc2)cc1	u	2%	13%
C=CCN(CC=C)C(=S)NC(=O)Cc1cccc2ccccc12	11%	3%	-5%
Cc1cc(C)cc(C(=O)Nc2cc(C(F)(F)F)ccc2N2CCN(c3ccccc3)CC2)c1	x	2%	15%
N=C1/C(=C\c2ccc(OC(=O)c3ccco3)cc2)C(=O)N=C2SC(N3CCCCC3)=NN12	-3%	x	u
CCCCN1CC(C(=O)NC2CCCCC2)CC1=O (stereo not given)	-13%	6%	-2%
Cc1cccc(CSCc2ccc(C(=O)O)o2)c1	0%	x	0%
COc1ccc(CNC(=O)CCc2c(C)nc3cc(-c4ccc(OC)cc4OC)nn3c2C)cc1	x	-2%	-13%
CC(C)Cn1c(-c2ccc(C#N)cc2)nc2c1c(=O)[nH]c(=O)n2CC(C)C	-11%	-2%	0%
COC(=O)C1=NN(c2cccc(C)c2)C2C(=O)N(c3ccccc3OC)C(=O)C12 (stereo not given)	-11%	3%	-1%
CCC(C)NCCCCOc1ccc(C)cc1[N+](=O)[O-] (stereo not given)	9%	-6%	2%
CC(=O)c1cccc(NC(=O)COC(=O)c2ccccn2)c1	-1%	0%	-1%
Cc1ccc(S(=O)(=O)N2CCCCC2)cc1C(=O)N(CCc1ccccc1)Cc1ccccc1	3%	-13%	4%
Oc1cc(O)c2c(c1)O[C@H](c1ccc(O)c(O)c1)[C@H](O)C2	-6%	-3%[21 µM]	15%
COc1ccc(/C=N/NC(=O)c2nnn(-c3nonc3N)c2CN(C)C2CCCCC2)cc1	4%	-1%	17%
O=C1C2C3C=CC(C3=C(c3ccccc3)c3ccccc3)C2C(=O)N1CCO (stereo not given)	-11%	7%	-10%
O=C(N/N=C/c1ccc([N+](=O)[O-])cc1)c1c[nH]c2ccccc12	-13%	-1%	5%

Compound activity as filed in PubChem.
